EP2 antag: EP2 receptor (human) inhibition. C6 glioma cells expressing human EP2, cAMP TR-FRET; cells stimulated with saturating PGE2. inhibition, % at 25 µM. actives 0.52% (n = 260,000). AID 1422;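 active = percent inhibition above 40 after rounding to a whole number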;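 note: rat C6 glioma host cells with rolipram phosphodiesterase inhibitor present; the protocol text gives 20 µM as final concentration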
Target sequence (P43116 whole entry, looked up): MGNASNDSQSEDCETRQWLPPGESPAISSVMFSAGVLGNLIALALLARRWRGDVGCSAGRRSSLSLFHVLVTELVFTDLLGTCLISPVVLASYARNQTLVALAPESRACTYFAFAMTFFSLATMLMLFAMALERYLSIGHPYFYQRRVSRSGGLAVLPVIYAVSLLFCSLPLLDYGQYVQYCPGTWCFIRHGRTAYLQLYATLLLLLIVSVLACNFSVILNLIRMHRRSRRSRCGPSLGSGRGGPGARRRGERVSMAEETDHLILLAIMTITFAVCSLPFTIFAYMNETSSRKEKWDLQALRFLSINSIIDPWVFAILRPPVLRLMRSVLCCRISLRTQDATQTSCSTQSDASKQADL
zVAD death inh: L929 zVAD cell death inhibition; L929 zVAD necroptosis rescue, ATP luminescence, 24 h; with zVAD 60 µM; viability rescue, % at 10 µM; actives 0.38% (n = 220,000); AID 1377;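 active = activation, scaled between plate controls, above about 75%, limit read from the data; inactive = activation under that limit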;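 note: 0% = zVAD with DMSO and 100% = DMSO alone without zVAD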
CHOP inhibitor: CHOP inhibition in unfolded protein response; actives 3.8% (n = 220,000); CHO-K1 CHOP-promoter luciferase, tunicamycin-induced, 15-18 h; AID 2732; inhibition, % at 10 µM;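 active = compounds that reduced the stress-induced luciferase reporter signal by more than about 70% of percent inhibition, limit read from the data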;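 note: 0% = tunicamycin plus vehicle and 100% = wells without tunicamycin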
Wee1 stabilizer: inhibitors of human Wee1 degradation; P30291; HeLa Luc-Wee1K328M stability, luciferase luminescence; 100% = proteasome inhibitor MG132 effect; reporter increase, % at 5 µM; actives 1.2% (n = 220,000);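 active = activation above the mean of all tested compounds plus 3 SD, set per screening run, cut at about 8.8% in these data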;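 note: cells exposed to compound for 20 h before luminescence read; 0% = DMSO alone and 100% = MG132 at 30 µM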
TbHK1 inh: blocks Trypanosoma brucei hexokinase 1 activity | actives 0.11% (n = 220,000) | recombinant TbHK1, G6PDH-coupled NADH A340 | AID 1430 | inhibition, % at 10 µM;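 active = inhibition of 50% or more in the single-dose primary screen; inactive = inhibition below 50%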
PPC-1+TRAIL kill: kills PPC-1 cancer cells in the presence of TRAIL; cell killing (% activity), % at 4 µM; actives 0.41% (n = 220,000); PPC-1 cells + TRAIL, ATPLite viability luminescence;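 active = cell killing above 50% in the first pass at 4 µM, then a duplicate retest at 5 µM averaging 50% or more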;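 note: plate controls were cells with TRAIL plus DMSO for no effect and medium-only wells lacking cells for full effect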
TNF death inh: blocks TNF-alpha induced death of Jurkat FADD-/- cells; Jurkat FADD-/- TNF necroptosis rescue, ATP luminescence, 24 h; 0 = TNF only, 100 = no-TNF cells; activation (protection from cell death), % at 10 µM; actives 0.068% (n = 220,000);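 active = activation, meaning protection from cell death, of at least 50% relative to plate controls; inactive = activation below 50%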;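 note: necroptosis triggered by 40 ng/mL TNF-alpha added together with compound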
FXIa inh: factor XIa (human) inhibition; actives 0.14% (n = 220,000); P03951; inhibition, % at 5 µM; AID 798; purified FXIa, Boc-Glu-Ala-Arg-AMC fluorogenic substrate;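 active = inhibition of at least 40%; inactive = inhibition below 40%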;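 note: fluorescence of freed AMC excited at 355 nm; 0% = enzyme without compound and 100% = no enzyme blank; many of its hits are not listed in these tables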
FXIIa inh 1536: factor XIIa (human) inhibition; P00748; purified FXIIa, Boc-QGR-AMC fluorogenic substrate, 2 h; inhibition, % at 5 µM; actives 0.3% (n = 220,000); in the data active = inhibition above about 40%;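 note: 0% = enzyme with no compound and 100% = blank without enzyme; many of its hits are not listed in these tables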
Target sequence (P00748 20-372 limits assumed): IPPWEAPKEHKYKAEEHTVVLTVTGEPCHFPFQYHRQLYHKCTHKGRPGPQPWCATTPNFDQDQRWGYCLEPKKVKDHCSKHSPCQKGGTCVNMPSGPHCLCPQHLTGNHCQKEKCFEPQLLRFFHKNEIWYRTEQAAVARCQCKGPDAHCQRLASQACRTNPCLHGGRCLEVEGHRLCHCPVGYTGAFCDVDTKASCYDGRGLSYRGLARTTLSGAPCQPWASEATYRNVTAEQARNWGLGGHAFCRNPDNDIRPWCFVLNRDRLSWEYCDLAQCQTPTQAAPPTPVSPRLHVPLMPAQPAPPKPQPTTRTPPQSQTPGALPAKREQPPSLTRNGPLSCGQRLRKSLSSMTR
Target sequence (P00748 373-615 limits assumed): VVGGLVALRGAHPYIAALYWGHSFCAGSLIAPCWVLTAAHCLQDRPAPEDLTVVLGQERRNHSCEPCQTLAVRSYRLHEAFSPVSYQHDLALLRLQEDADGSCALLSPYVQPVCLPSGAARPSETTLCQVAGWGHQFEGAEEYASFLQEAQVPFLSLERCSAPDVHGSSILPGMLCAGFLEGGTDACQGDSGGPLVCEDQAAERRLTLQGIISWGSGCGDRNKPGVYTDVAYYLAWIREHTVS
The depositor's hits bear a star; . = not tested or not shown; & = joins results of further samples.

canonical_smiles,PPC-1+TRAIL kill,TNF death inh,EP2 antag,FXIIa inh 1536,Wee1 stabilizer,TbHK1 inh,zVAD death inh,CHOP inhibitor,FXIa inh
COc1ccccc1CC(=O)Nc1ccc(-c2noc(COc3ccc(Br)cc3)n2)cc1,-4.7,0.1,3.8,3.2,0.6,-14.8,-0.1,-4.6,2.8
Cc1nnc(SCC(=O)Nc2cc(S(=O)(=O)N3CCCC3)ccc2Cl)s1,1.4,-0.4,5.7,11.3,-1.2,-3.6,-0.3,15.6,-0.2
NC(=O)c1ccc(NC(=O)COC(=O)c2cccc(Oc3ccccc3)c2)cc1,-2.2,0.5,6.3,10.1,-0.7,-1.4,0.6,19.7,-5.2
CCN(CC)S(=O)(=O)c1ccc(F)c(C(=O)NCCCN2CCOCC2)c1,15.4,2.6,8.6,7.5,-0.4,-0.5,-0.3,-5.0,-0.3
O=C(Nc1ccccc1)/C(=C\c1ccncc1)NC(=O)c1ccccc1,-4.9,-1.9,8.6,4.6,0.2,-4.6,-0.2,-19.9,-10.2
O=C(C(=O)N1CCCc2ccccc21)N1CCCc2ccccc21,5.6,1.4,7.0,-2.6,-3.4,0.3,-0.2,4.8,-7.3
CC(O)CNC12CC3CC(CC(C3)C1)C2 (stereo not given),6.8,0.2,1.2,7.5,-1.5,4.7,-0.4,2.9,2.7
COc1ccc(Nc2ncccc2C(=O)NCc2ccccc2)cc1,14.1,0.0,5.3,1.9,-0.9,-13.4,-0.1,17.4,-0.5
CCCCc1c(C)nc2ccc(C)cc2c1SCCC(=O)O,24.9,-1.1,6.2,11.1,3.5,-4.5,5.0,4.6,-1.1
COc1ccc(/C=N/n2c(=O)[nH]c3c([nH]c4ccc(Br)cc43)c2=O)cc1CN1CCOCC1,-8.9,-0.7,8.5,14.6,-2.9,-24.1,0.1,36.7,9.5
O=[N+]([O-])c1ccc(N2CCN(C(=S)NCc3ccc(Cl)cc3)CC2)cc1,24.3,-4.2,-0.5,6.8,2.0,-5.5,2.9,69.1,-0.1
CCOC(=O)C(=CNc1cc(C)nn1C(C)(C)C)C(=O)OCC,9.4,-2.9,3.2,7.5,-2.8,-7.1,0.1,19.7,-0.5

The last two entries of the part before are carried over, then new ones follow.
canonical_smiles,PPC-1+TRAIL kill,TNF death inh,EP2 antag,FXIIa inh 1536,Wee1 stabilizer,TbHK1 inh,zVAD death inh,CHOP inhibitor,FXIa inh
O=[N+]([O-])c1ccc(N2CCN(C(=S)NCc3ccc(Cl)cc3)CC2)cc1,24.3,-4.2,-0.5,6.8,2.0,-5.5,2.9,69.1,-0.1
CCOC(=O)C(=CNc1cc(C)nn1C(C)(C)C)C(=O)OCC,9.4,-2.9,3.2,7.5,-2.8,-7.1,0.1,19.7,-0.5
Cc1c(Cl)cccc1NC(=O)c1cccc(OC(F)F)c1,32.1,2.2,6.6,2.6,-2.6,-0.7,-0.2,-20.5,-8.3
O=C(c1cc2cc(Br)cc(Br)c2oc1=O)N1CCCC1,-8.4,-0.8,11.0,12.0,-1.1,-0.6,-0.2,-12.6,2.2
COC(=O)C1SCC2C(=O)N(Cc3ccccc3)CC(=O)N21 (stereo not given),18.7,2.1,5.0,12.3,-1.2,5.6,-1.1,21.8,-2.5
Cc1ccc(S(=O)(=O)N(C)c2cc(S(N)(=O)=O)c(C)cc2C)cc1,3.8,0.0,9.0,4.2,-1.9,0.4,0.2,12.0,-4.1
O=C(Nc1ccccc1Cl)O/N=C/c1ccncc1,.,-1.2,6.2,.,-0.3,2.7,-0.1,.,.
O=C(O)CCc1ccc(-c2cccs2)n1CC(=O)Nc1ccccc1C(F)(F)F,-8.6,0.5,3.1,8.6,2.3,7.0,2.8,-12.8,-3.2
CNC(=O)CC12CC3CC(CC(C3)C1)C2,18.3,-0.3,7.5,13.1,-1.0,-1.5,0.7,24.0,-3.7
O=C(Nc1ccc2c(c1)OCO2)C1CCN(S(=O)(=O)Cc2ccccc2)CC1,-3.2,-3.4,9.7,3.9,-2.5,-6.1,0.1,22.3,-3.8
O=C(O)c1ccc(NS(=O)(=O)c2ccc(Cl)cc2)cc1,-14.9,0.6,7.1,8.0,-1.4,0.3,0.2,-13.2,-4.8
CCOC(=O)N1CCN(S(=O)(=O)c2cc([N+](=O)[O-])c(C)cc2C)CC1,2.1,-0.2,6.7,10.9,-0.8,-0.3,0.3,-2.8,-3.3
Cc1cc(C)cc(NC(=O)CN2CCN(c3ncccn3)CC2)c1,26.9,1.2,3.3,15.1,-0.8,-12.0,0.6,30.1,5.7
COc1cc(C(=S)N2CCOCC2)ccc1O,6.4,0.0,1.7,6.5,1.3,0.3,5.7,2.2,-3.5

The listing continues:
canonical_smiles,PPC-1+TRAIL kill,TNF death inh,EP2 antag,FXIIa inh 1536,Wee1 stabilizer,TbHK1 inh,zVAD death inh,CHOP inhibitor,FXIa inh
O=S(=O)(c1ccc(Cl)s1)N1CCN(c2ncccn2)CC1,3.4,-1.6,5.9,-2.3,0.3,-0.6,-0.2,12.7,-6.5
Cc1cc2oc(=O)cc(CN3CCCc4ccccc43)c2cc1C,-4.3,0.3,13.3,-0.8,4.6,-4.8,2.4,17.2,3.4
Cn1c(=O)c2cc(S(=O)(=O)NC(C(=O)NCc3cccnc3)c3ccccc3)ccc2n(C)c1=O (stereo not given),14.2,0.1,10.5,4.1,-0.6,-0.1,1.1,20.9,4.3
O=C(CN1CCN(Cc2ccccc2Cl)CC1)N/N=C/c1ccccn1,18.1,-0.9,9.6,3.7,-0.8,-4.5,-1.0,6.7,-2.0
O=C(/C=C/c1ccc2c(c1)OCO2)NCCSCc1cccc(Cl)c1,3.0,-3.3,.,6.6,1.0,-1.8,-0.2,31.4,-6.8
CC1=CCC(C(=O)N/N=C/c2cccs2)C(c2ccc(F)cc2)C1 (stereo not given),25.0,-1.1,4.8,-4.1,1.1,2.4,-0.1,62.5,-14.2
Cn1c(=NC(=O)c2ccc3c(c2)OCCO3)sc2cc(S(C)(=O)=O)ccc21,-12.5,-1.4,9.9,17.5,-2.3,1.0,-0.5,91.9*,29.3
CC(=O)C(/C=N/c1ncc(C(F)(F)F)cc1Cl)=C(\C)O,2.8,0.6,9.6,2.6,-1.9,-34.5,0.4,18.6,-1.1
CC(NC(=O)c1cc2ccccc2o1)c1ccccc1 (stereo not given),0.7,-0.8,5.0,12.0,0.5,0.1,15.6,5.7,1.0
COc1cc(C(=O)N/N=C(\C)c2ccc3c(c2)OCO3)cc(OC)c1OC,-0.3,-4.3,6.7,7.8,-1.5,-13.1,-0.7,-13.4,-1.6
CC(NC(=O)Nc1cccnc1)(C(F)(F)F)C(F)(F)F,16.1,-0.3,8.1,11.9,-1.6,-4.9,0.7,24.1,4.3
Cc1ccc(-c2nc3ncccc3o2)cc1NC(=O)COc1ccccc1,-0.6,1.0,12.0,6.9,-0.1,-1.4,0.6,-15.1,1.0

The results go on:
canonical_smiles,PPC-1+TRAIL kill,TNF death inh,EP2 antag,FXIIa inh 1536,Wee1 stabilizer,TbHK1 inh,zVAD death inh,CHOP inhibitor,FXIa inh
CCSC1=NCCN1S(=O)(=O)c1ccc2ccccc2c1,-1.7,-0.4,12.1,18.3,5.2,-3.2,0.8,9.7,-2.1
COc1ccc(NC(=S)N2CCOCC2)c(OC)c1,-7.4,0.8,7.3,4.4,1.1,22.2,0.4,-15.3,7.5
Cc1ccc(N(CC(N)=O)C2SC(=O)N(Cc3ccccc3)C2=O)cc1 (stereo not given),-17.8,1.7,13.2,25.4,-0.9,3.5,3.1,14.1,9.9
CC1CCc2c(sc3c2C2=NS(=O)(=O)CCN2C=N3)C1 (stereo not given),8.7,-1.2,11.2,-1.3,0.6,-2.0,-0.4,24.9,3.1
CCc1ccc(NC(=S)Nc2ccc(S(=O)(=O)Nc3ncccn3)cc2)cc1,-12.9,-0.8,1.5,5.7,-0.5,12.5,-0.1,-6.6,0.5
CCC(NC(=O)NCc1cccnc1)(C(F)(F)F)C(F)(F)F,2.0,-1.7,7.8,9.5,-2.1,1.9,-0.2,56.9,1.6
COc1ccc(Cn2nnnc2C(c2ccc(C)cc2)N2CCN(C3CCCC3)CC2)cc1 (stereo not given),4.0,-4.9,9.3,22.9,2.6,6.7,0.1,20.0,12.3
O=C(Oc1c(Br)cc(C(=S)N2CCOCC2)cc1Br)c1ccc(Cl)cc1,16.5,-10.0,.,-13.0,-1.5,-6.3,0.9,34.2,-6.8
COc1ccccc1C1CN=NC12CCCc1ccccc1C2=O (stereo not given),6.0,-3.8,11.4,8.7,-2.5,-0.5,-0.2,47.5,-2.0
CC(C)(CN1CCc2ccccc2C1)NS(=O)(=O)c1ccc(Cl)cc1,7.2,1.8,9.6,5.4,-0.9,3.0,0.2,12.5,1.5
COc1cc(-c2nc(-c3ccccn3)no2)cc(OC)c1OC,11.7,-1.6,6.5,12.6,-0.8,-2.1,2.2,-10.5,8.1
CCc1cc2ccc(OC)cc2nc1SCC(=O)N1CCN(C(=O)c2ccco2)CC1,5.5,5.1,19.6&5.2,7.4,0.1,-25.7,-0.5,10.8,2.3

Five of the entries above in order of the Wee1 stabilizer value, smallest number first:
smiles	Wee1 stabilizer
COc1ccccc1C1CN=NC12CCCc1ccccc1C2=O (stereo not given)	-2.5
CC(C)(CN1CCc2ccccc2C1)NS(=O)(=O)c1ccc(Cl)cc1	-0.9
COc1cc(-c2nc(-c3ccccn3)no2)cc(OC)c1OC	-0.8
CCc1cc2ccc(OC)cc2nc1SCC(=O)N1CCN(C(=O)c2ccco2)CC1	0.1
COc1ccc(Cn2nnnc2C(c2ccc(C)cc2)N2CCN(C3CCCC3)CC2)cc1 (stereo not given)	2.6

Other records
canonical_smiles,PPC-1+TRAIL kill,TNF death inh,EP2 antag,FXIIa inh 1536,Wee1 stabilizer,TbHK1 inh,zVAD death inh,CHOP inhibitor,FXIa inh
Nc1nnc(CSCc2ccccc2)s1,-4.3,0.1,7.9,12.3,7.7,-2.4,1.6,31.8,2.9
Cc1ccc(/C=C/C(=O)O)cc1S(=O)(=O)Nc1ccc2c(c1)OCO2,6.7,-0.5,9.6,9.0,1.3,-6.2,14.8,-16.4,0.6
CCCC(=O)NC(=S)N1CCN(c2ccc([N+](=O)[O-])cc2)CC1,16.7,1.7,8.9,-1.3,-2.1,16.6,1.2,59.2,-4.6
CCN(CC)c1nc2ccccc2n2cnnc12,-4.3,-1.7,4.4,2.0,-0.5,-39.1,3.5,28.2,-6.3
C=CCOC(=O)C1=C(C)NC(=O)NC1/C=C/c1ccccc1OC (stereo not given),4.6,4.2,11.3,13.7,0.0,-1.8,0.4,17.5,5.8
CCOc1cc(/C=N/NC(=O)CN2CCCCC2)ccc1OCc1ccc(Cl)cc1,-9.4,6.1,15.4,11.6,1.2,5.5,1.1,23.1,-4.0
COc1cc(-c2noc(CCCC(=O)Nc3cccnc3)n2)cc(OC)c1OC,13.3,0.2,14.5,15.8,-2.9,8.9,0.2,-0.3,3.0
COc1ccc(CCn2c(-c3ccc(OC)cc3)nc3c(c(=O)c4ccccc4n3C)c2=O)cc1,10.9,-1.1,7.1,3.1,1.0,-26.9,-0.5,16.9,-0.2
COc1ccc2c(C)cc(=S)[nH]c2c1,9.2,-1.7,18.8,.,-0.6,-12.8,10.9,0.7,-2.4
CCCCOP(=O)(c1ccc(N(C)C)cc1)C(O)c1cc(OC)c(OC)c(OC)c1 (stereo not given),-5.2,6.2,8.9,6.5,-1.6,-3.0,-0.3,-14.9,-0.4
OC(COc1ccc(C2C=CCC2)cc1)CN1CCCCC1 (stereo not given),2.4,-1.4,3.7,-3.7,4.7,-4.4,4.5,14.3,-4.3
Cc1nnc(NC(=O)CSc2nnc(-c3ccoc3C)n2CC(C)C)s1,19.4,-0.5,10.9,16.2,-1.3,4.5,-0.2,8.3,-14.5

Screening data (PubChem)

Not all compounds are listed; count on the stated rates, not on these rows.
